ABCB1 inh = ABCB1 efflux pump inhibitors, primary screen, cell-based, multiplex, flow cytometry, ABCG2 counter-screen | ATP-dependent translocase ABCB1 (Homo sapiens), P08183 | CCRF-Adr cells, JC-1 efflux | inhibition, % at 6.6 µM | actives 0.067% (n = 190,000) | AID 1326, 2008; in the data active = inhibition above about 40%;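 note: 0% = vehicle and 100% = reference inhibitor; higher value means more JC-1 retained so stronger ABCB1 efflux block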
RGS8-Gao = RGS8-Galphao binding modulators, primary screen, biochemical, multiplexed bead flow cytometry. actives 0.34% (n = 220,000). response (percent of control binding), % at 10 µM. Guanine nucleotide-binding protein G(o) subunit alpha (Homo sapiens), P09471. actives lie on both sides; in the data active = response below about 60% or above about 140%; inactive = in between;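 note: Galphao activated as the GDP aluminium fluoride complex binding bead-coupled RGS8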
Target sequence (P09471 whole entry, looked up): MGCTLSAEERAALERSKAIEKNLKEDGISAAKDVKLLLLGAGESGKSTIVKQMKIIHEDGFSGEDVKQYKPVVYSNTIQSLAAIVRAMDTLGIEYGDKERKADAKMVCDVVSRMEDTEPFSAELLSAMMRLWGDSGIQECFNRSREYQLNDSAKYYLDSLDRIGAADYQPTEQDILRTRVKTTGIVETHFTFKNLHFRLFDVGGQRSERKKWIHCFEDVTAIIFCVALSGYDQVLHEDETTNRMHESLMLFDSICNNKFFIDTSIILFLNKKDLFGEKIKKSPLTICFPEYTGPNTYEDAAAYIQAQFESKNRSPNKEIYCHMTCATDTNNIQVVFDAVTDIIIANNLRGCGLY
Pf gametocyte = late stage P. falciparum gametocyte viability inhibitors, primary screen, ATP luminescence, HTS; inhibition, % at 10.9 µM; P. falciparum stage V gametocytes, 24 h; AID 743093, 2013; actives 0.065% (n = 150,000);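 active = inhibition above the mean plus 3 SD of compounds within the control limits, set per campaign, cut at about 38% in these data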;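 note: 0% = DMSO wells and 100% = medium only without gametocytes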
ABCG2 block = ABCG2 efflux pump inhibitors, primary screen, multiplex with ABCB1, IgMXP3 cells, flow cytometry. inhibition, % at 6.6 µM. AID 1325, 2008. actives 0.1% (n = 190,000). JC-1 efflux;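 active = inhibition above 80%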;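 note: 0% = DMSO and 100% = nicardipine control wells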
Target sequence (Q9UNQ0 whole entry, looked up): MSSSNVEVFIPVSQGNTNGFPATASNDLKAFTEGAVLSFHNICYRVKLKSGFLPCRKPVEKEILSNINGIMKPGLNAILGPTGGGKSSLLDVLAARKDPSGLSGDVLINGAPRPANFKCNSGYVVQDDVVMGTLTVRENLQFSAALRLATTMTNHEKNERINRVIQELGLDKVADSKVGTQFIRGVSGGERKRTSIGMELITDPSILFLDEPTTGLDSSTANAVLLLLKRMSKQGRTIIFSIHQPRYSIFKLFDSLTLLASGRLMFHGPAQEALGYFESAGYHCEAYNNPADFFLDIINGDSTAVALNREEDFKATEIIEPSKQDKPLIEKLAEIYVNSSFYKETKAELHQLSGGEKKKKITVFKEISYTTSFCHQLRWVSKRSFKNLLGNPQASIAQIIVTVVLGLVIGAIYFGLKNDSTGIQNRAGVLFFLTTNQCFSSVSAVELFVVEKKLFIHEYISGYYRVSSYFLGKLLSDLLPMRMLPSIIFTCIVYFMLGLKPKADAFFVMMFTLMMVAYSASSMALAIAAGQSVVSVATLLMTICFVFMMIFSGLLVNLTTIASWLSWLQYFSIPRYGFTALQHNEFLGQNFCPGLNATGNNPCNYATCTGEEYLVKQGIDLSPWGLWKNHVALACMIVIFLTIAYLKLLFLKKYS
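Test system: IgMXP3 (ABCG2) plus far-red-tagged CCRF-Adr (ABCB1) cells. Reagent: JC-1 dye as substrate. Timing: 10 min exposure at 25 °C with rotation, no wash. Measured by: flow cytometric JC-1 green MFI at 530 nm. Read-out: percent efflux inhibition, scaled nicardipine 100% to DMSO 0%. Control set: nicardipine and DMSO wells.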
GSH fluor = compound fluorescence on glutathione beads, profiling panel, artefact control, biophysical, 488/530 nm, flow cytometry; fluorescence (KMESF) at 10 µM; actives 0.25% (n = 190,000); GSH beads flow cytometry, compound fluorescence 488/530 nm; active compounds read high; in the data active = fluorescence above about 89;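 note: glutathione beads carrying GST-tagged Bcl family fusion proteins plus one bare bead set; values are compound well signal with DMSO vehicle wells as background; inactives centre near 16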
Avidin bead fluor = green autofluorescence of compounds with avidin beads – biophysical, 488/530 nm, flow cytometry, artefact control, profiling panel; actives 0.38% (n = 220,000); compound fluorescence 488/530 nm; active compounds read high; fluorescence (KMESF) at 10 µM; in the data active = fluorescence above about 47; note: inactives centre near 10
Mcl1-Bid inh = Mcl-1/Bid binding inhibitors, primary screen, biochemical, TR-FRET, 1536-well; TR-FRET Mcl-1/Bid-Dy647 peptide binding; inhibition, % at 21.7 µM; actives 0.97% (n = 220,000);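 active = compounds that cut the binding signal by more than half at the single screening dose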;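 note: His-tagged Mcl-1 with europium anti-His antibody binding Bid BH3 peptide; 0% = Mcl-1 plus peptide wells and 100% = peptide-only wells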
RGS4-Gao reg = modulators of RGS4 binding to Galphao, primary screen, biochemical, multiplexed bead flow cytometry | actives 0.33% (n = 220,000) | AID 1415, 2008 | actives lie on both sides | binding response (% of control), % at 10 µM; in the data active = binding response below about 49% or above about 150%; inactive = in between;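 note: fluorescent Galphao activated with aluminum fluoride binding bead-coupled RGS4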
RGS7-Gao = RGS7-Galphao binding modulators, primary screen, biochemical, multiplexed bead flow cytometry; binding response (% of control), % at 10 µM; actives lie on both sides; actives 0.35% (n = 220,000); AID 1439, 2008; Guanine nucleotide-binding protein G(o) subunit alpha (Homo sapiens), P09471; in the data active = binding response below about 49% or above about 150%; inconclusive = no clear call, values can overlap the other calls; inactive = in between;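 note: fluorescent Galphao held in activated GDP-AlF4 state binding bead-coupled RGS7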
Bim-Mcl-1 = inhibitors of Bim peptide binding to Mcl-1, primary screen, biochemical, bead-based flow cytometry, multiplex. Induced myeloid leukemia cell differentiation protein Mcl-1 (Homo sapiens), Q07820. Bim peptide-Mcl-1 binding. inhibition, % at 10 µM. actives 0.1% (n = 190,000); in the data active = inhibition above about 40%;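 note: 0% = no compound tracer wells and 100% = peptide blocker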
Mcl1-Noxa inh = Mcl-1/Noxa binding inhibitors, primary screen, biochemical, TR-FRET, 1536-well; inhibition, % at 21.7 µM; TR-FRET Mcl-1/Noxa peptide binding, 2 h; actives 1.5% (n = 220,000); AID 1022, 2008;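 active = compounds that cut the protein-peptide binding signal by more than 50% relative to plate controls in a single-dose test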;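 note: His-tagged Mcl-1 with rhodamine Noxa BH3 peptide and terbium anti-His antibody; 0% = Mcl-1 plus Noxa peptide wells and 100% = peptide-only wells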
* = called active by the depositor; ? = inconclusive; . = no result given; [ ] = another dose, or the depositor's remark. Hits appear at their usual frequency; about 3.3% have a hit in one of these screens.

Start of the data: the first 2 records, ahead of the listing:
SMILES	ABCB1 inh	RGS8-Gao	Pf gametocyte	ABCG2 block	GSH fluor	Avidin bead fluor	Mcl1-Bid inh	RGS4-Gao reg	RGS7-Gao	Bim-Mcl-1	Mcl1-Noxa inh
Cc1ccc(NC(=O)NCCc2ccc(S(N)(=O)=O)cc2)cc1	0.1	102	19	6	29	14	-34	100	103	-3	-14
Cn1cnc([N+](=O)[O-])c1Nc1cccc(O)c1	0.0	112	.	0	58	11	-43	98	101	-1	20

The list itself, repeating the preview:
SMILES	ABCB1 inh	RGS8-Gao	Pf gametocyte	ABCG2 block	GSH fluor	Avidin bead fluor	Mcl1-Bid inh	RGS4-Gao reg	RGS7-Gao	Bim-Mcl-1	Mcl1-Noxa inh
Cc1ccc(NC(=O)NCCc2ccc(S(N)(=O)=O)cc2)cc1	0.1	102	19	6	29	14	-34	100	103	-3	-14
Cn1cnc([N+](=O)[O-])c1Nc1cccc(O)c1	0.0	112	.	0	58	11	-43	98	101	-1	20
CCOC(=O)C1C(c2cc(OC)c(O)c(OC)c2)NC(=S)NC1(O)C(F)(F)F (stereo not given)	-0.3	98	.	-3	23	15	-65	102	97	-1	24
CCOC(=O)CCCSc1nc2sc(C)c(C)c2c(=O)[nH]1	0.7	102	.	2	22	7	-13	100	100	15	50
CC(=O)NC(c1ccccc1)c1c(O)ccc2ccccc12 (stereo not given)	-0.1	106	9	0	58	25	-18	102	104	-2	2
CCOc1cc(CNCCc2c[nH]c3ccccc23)cc(Cl)c1OCC(N)=O	.	102	-2	.	.	3	-72	97	?	.	1
COCCn1c(C2CCCCC2)nc2sc3ccccc3c(=O)c2c1=O	-1.3	105	-19	0	29	6	11	100	105	0	9
O=c1[nH]c2ccccc2n2c(-c3ccncc3)nnc12	0.2	103	22	1	7	17	-21	109	106	4	12
O=c1c(-c2nc3ccccc3s2)cccn1Cc1ccc(Cl)c(Cl)c1	0.2	102	-3	3	26	14	8	102	99	0	-6
O=C(CSc1ccccc1F)NC1CCS(=O)(=O)C1 (stereo not given)	0.0	104	7	0	14	9	8	101	?	0	17
COc1ccc(CCNC(=O)C23CN(Cc4ccccc4)CC2C(c2cccc([N+](=O)[O-])c2)=NO3)cc1 (stereo not given)	5.8	105	18	7	37	12	12	101	101	-3	27
COc1ccc(NCC(=O)N/N=C/C2CCCCC2)cc1	.	101	-2	.	.	7	-20	105	.	.	7
O=C(Nc1nnc(SCc2ccccc2Cl)s1)c1cccc([N+](=O)[O-])c1	0.2	99	22	7	11	8	-40	99	99	-3	-3
CCN(CC)c1nc(Oc2ccc(=O)[nH]n2)nc(N2CCOCC2)n1	-0.1	108	.	2	10	15	-10	109	106	1	16
O=C(C(c1ccccc1)c1ccccc1)N1CCOCC1	0.2	98	-46	0	22	8	-24	103	97	-1	-8
CCn1c(/C=C2/C(=O)N(C)c3ccccc32)nc2ccccc2c1=O	0.8	103	15	6	11	12	32	101	102	-1	6
O=C1CCCC2=C1C(c1ccccc1O)C1=C(CCCC1=O)O2	-0.3	141*[activator]	.	-1	6	7	-31	113	110	-4	-6
COc1cc(-n2c(N)c(C(=O)NCc3ccco3)c3nc4ccccc4nc32)cc(OC)c1OC	2.7	93	.	0	21	3	5	96	94	4	30
Oc1c(/C=C/C=C/C=Nc2ccccc2)sc(=S)n1Cc1ccccc1	.	97	11	.	.	4	-94	94	?	.	32
CN1CCCN(c2ncnc3scc(-c4ccc(F)cc4)c23)CC1	-1.7	101	-2	1	15	10	-15	97	99	-1	3
CCCOc1ccc(/C(O)=C2/C(=O)C(=O)N(CCN(C)C)C2c2ccc(O)c(OC)c2)cc1 (stereo not given)	0.3	101	.	2	14	21	-16	104	98	-4	2
COc1ccc(CN2C(=O)c3ccccc3C2C(=O)NC2CCCC2)c(OC)c1 (stereo not given)	0.9	101	24	2	17	11	8	101	97	-1	8
CCN(CC)c1ccc(/C=N/NC(=O)c2ccco2)cc1	0.7	99	.	8	5	12	-57	94	89	15	22
N#CCCn1cc(/C=N/NC(N)=S)c(-c2ccccc2)n1	-0.3	100	-10	6	11	10	-57	102	98	1	9
COc1cc2c(cc1NC(=O)/C=C/c1ccccc1)oc1ccccc12	-1.8	100	-15	32	30	16	-26	102	104	-5	14
CN1CCCc2cc3c(C(F)(F)F)cc(=O)oc3nc21	-3.9	100	.	-5	12	9	-30	99	100	0	-4
CC(=O)Nc1ccc(Nc2cc(C(C)C)nc3c(-c4ccccc4)c(C)nn23)cc1	.	101	12	.	.	8	-1	100	?	.	9
O=C(CNC(=O)c1cccs1)NCC(=O)OCc1ccc(Cl)cc1Cl	0.6	100	-21	2	18	8	-18	104	100	-2	9
Cc1ccc(C(=O)NCCN2CCNC2=O)cc1	.	107	10	.	.	4	9	106	?	.	-13
O=C(Oc1c(CN2CCOCC2)cc(Cl)c2cccnc12)c1ccccc1F	1.6	100	-12	5	9	11	-74	97	?	0	-38

Shown in CSV form: part of the list above
SMILES,ABCB1 inh,RGS8-Gao,Pf gametocyte,ABCG2 block,GSH fluor,Avidin bead fluor,Mcl1-Bid inh,RGS4-Gao reg,RGS7-Gao,Bim-Mcl-1,Mcl1-Noxa inh
O=C(Oc1c(CN2CCOCC2)cc(Cl)c2cccnc12)c1ccccc1F,1.6,100,-12,5,9,11,-74,97,?,0,-38
CCn1c(/C=C2/C(=O)N(C)c3ccccc32)nc2ccccc2c1=O,0.8,103,15,6,11,12,32,101,102,-1,6
COc1cc2c(cc1NC(=O)/C=C/c1ccccc1)oc1ccccc12,-1.8,100,-15,32,30,16,-26,102,104,-5,14
CCCOc1ccc(/C(O)=C2/C(=O)C(=O)N(CCN(C)C)C2c2ccc(O)c(OC)c2)cc1 (stereo not given),0.3,101,.,2,14,21,-16,104,98,-4,2
Oc1c(/C=C/C=C/C=Nc2ccccc2)sc(=S)n1Cc1ccccc1,.,97,11,.,.,4,-94,94,?,.,32
CN1CCCc2cc3c(C(F)(F)F)cc(=O)oc3nc21,-3.9,100,.,-5,12,9,-30,99,100,0,-4

Further results follow.
SMILES	ABCB1 inh	RGS8-Gao	Pf gametocyte	ABCG2 block	GSH fluor	Avidin bead fluor	Mcl1-Bid inh	RGS4-Gao reg	RGS7-Gao	Bim-Mcl-1	Mcl1-Noxa inh
CCCOc1ccc(OCCN2CCCC(C)C2)cc1 (stereo not given)	3.1	98	.	10	21	11	35	96	101	-2	38
Cc1ccc(-n2nnnc2SC(C)C(N)=O)c(C)c1 (stereo not given)	1.1	100	9	21	35	13	4	103	99	0	4
O=C(COc1ccc(/C=N/NS(=O)(=O)c2ccccc2)cc1)NCCc1ccccc1	0.4	97	.	3	77	11	-57	98	97	-2	14
CC(Nc1nc(N2CCN(CCO)CC2)nc2ccccc12)c1ccccc1 (stereo not given)	1.3	102	15	1	10	3	-1	100	103	-4	13
CC(=O)Nc1ccc(N/C(C)=C/C(=O)c2cccnc2)cc1	0.0	100	-29	-1	5	2	-16	100	99	-2	-3
O=C(c1ccco1)N1CCN(C(c2cccs2)c2sc3ncnn3c2O)CC1 (stereo not given)	-2.5	104	.	-3	19	7	-11	101	104	0	7
O=C1CC(N2CCSCC2)C(=O)N1c1ccc(F)cc1 (stereo not given)	.	89	-1	.	.	3	-14	72	?	.	5
COc1ccc(CCNC(=O)CSc2nnnn2Cc2ccc3c(c2)OCO3)cc1OC	1.2	102	.	4	23	10	-5	98	100	-2	-4
FC(F)(F)c1cccc(N2CCC(N=CN3CCCCCC3)=N2)c1	0.5	100	-14	17	21	5	-28	97	98	0	9
CN(C)/C=N/c1ncn(-c2ncc(C(F)(F)F)cc2Cl)n1	0.6	98	-5	9	18	12	-14	100	99	-1	9
CCN(CC)CC(C)OC(=O)COc1ccc(OC)cc1 (stereo not given)	-0.7	102	2	-1	14	3	3	106	106	0	23
Cc1ccc(C(=O)O/N=C\c2ccc(N3CCCCC3)c([N+](=O)[O-])c2)cc1	-0.4	91	.	-1	12	4	-23	94	91	-5	2
COCc1cc(C)nc2sc(C(=O)N3CCN(c4ccccc4)CC3)c(N)c12	1.4	99	.	3	12	6	-48	99	101	-1	10
CC1CCC(NC(=O)C(NC(=O)c2ccccc2)C(C)C)CC1 (stereo not given)	1.4	99	-43	0	12	6	-46	96	94	0	5
Cc1noc(C)c1S(=O)(=O)Nc1ccccc1N1CCOCC1	.	102	2	.	.	3	-19	103	?	.	14
Fc1ccc(NC(=S)Nc2cc(-c3ccccc3)[nH]n2)cc1Cl	-0.5	97	-3	0	18	9	-30	96	?	0	21
Cc1oc(-c2ccccc2)cc1C(=O)Nc1cccc(/C=C\C(=O)O)c1	-0.8	101	.	-2	9	16	-19	102	121	0	18
Cc1cccc(NC(=O)C23CCC(C)(/C(=N/O)C2)C3(C)C)c1 (stereo not given)	0.4	98	2	31	38	13	-8	100	97	-3	-12
COc1ccccc1CNCC(=O)Nc1ccc(N2CCOCC2)cc1	0.5	100	-1	3	6	2	25	103	102	0	45
COC(=O)c1ccc(NC(=O)CCN2CCN(c3ccccc3)CC2)cc1	0.5	101	.	1	20	23	-26	101	100	-1	-2
N#C/C(=C\c1ccco1)c1nc2ccccc2s1	-0.5	106	9	-1	10	4	-57	104	106	-4	1
CCNC(=S)N1CCN(C(=O)c2ccco2)CC1	0.8	99	-35	29	33	15	-18	96	98	0	-1
CC1S/C(=C(\C#N)C(=O)NCc2ccco2)N(c2ccc(F)cc2)C1=O (stereo not given)	0.0	103	.	1	60	13	-31	101	103	3	-2
O=C(Nc1nccs1)C1CCCN1S(=O)(=O)c1ccc(Cl)cc1 (stereo not given)	-2.0	104	2	-4	31	7	15	106	106	-2	7
COc1ccccc1-n1c(CNC(=O)c2ccco2)nnc1SCC(=O)Nc1nccs1	0.1	94	.	0	14	4	-10	95	87	-3	-2
CCOC(=O)N1CCC(N2Cc3cccc(C(=O)Nc4ccc(F)cc4)c3C2=O)CC1	5.6	101	-18	5	20	9	-10	96	99	0	.

Bioassay records: PubChem, several laboratories
